Assay outcomes as filed in PubChem.
TrxR1 inh = inhibitors of rat thioredoxin reductase 1 | AID 588453 | recombinant rTrxR1, NADPH fluorescence consumption, selenite substrate | hit rate 1% among 390,000 | Potency, µM (top dose mostly 114 µM), for the others: at the highest dose activity change, negative = inhibition, actives largely listed as inhibitors; further: potency means the concentration at half of the fitted maximal effect; on the % scale 0 is the no-effect control and ±100 the full control effect; nearly all actives have a fitted effect of over 65% in size
Target sequence (O89049 whole entry, looked up): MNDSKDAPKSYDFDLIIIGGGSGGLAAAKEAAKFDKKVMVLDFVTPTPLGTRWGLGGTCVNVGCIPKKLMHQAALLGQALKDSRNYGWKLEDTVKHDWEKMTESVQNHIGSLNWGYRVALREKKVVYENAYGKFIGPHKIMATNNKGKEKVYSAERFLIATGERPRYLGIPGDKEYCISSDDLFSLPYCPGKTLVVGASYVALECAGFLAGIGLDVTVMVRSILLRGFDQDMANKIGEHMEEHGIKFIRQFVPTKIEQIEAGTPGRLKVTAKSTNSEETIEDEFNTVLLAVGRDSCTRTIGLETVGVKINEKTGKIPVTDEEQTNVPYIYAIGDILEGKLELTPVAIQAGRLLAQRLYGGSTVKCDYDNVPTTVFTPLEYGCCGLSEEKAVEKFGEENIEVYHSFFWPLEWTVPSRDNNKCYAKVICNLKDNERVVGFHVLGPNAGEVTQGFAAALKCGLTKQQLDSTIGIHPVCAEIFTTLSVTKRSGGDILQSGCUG
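Rat TrxR1 (90 nM in the dispensed reagent) was pre-reduced with 400 uM NADPH for 5 min at room temperature, then incubated with compound for 15 min. After 400 uM selenite was added, NADPH fluorescence (Ex 340/Em 450 nm) was followed for 8 min.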
USP1-UAF1 inh = inhibitors of human USP1/UAF1 deubiquitinase | hit rate 0.23% among 390,000 | AID 743255 | Potency, µM (titrated, usually from 57.1 µM), inactives show at the highest dose activity change, negative = inhibition, usual class: inhibitors | recombinant USP1/UAF1, Ub-Rhodamine cleavage fluorescence | O94782; further: potency means the concentration at half of the fitted maximal effect; on the % scale 0 is the no-effect control and ±100 the full control effect; nearly all actives have a fitted effect of over 60% in size; inactives centre near -12
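USP1/UAF1 complex at 1 nM was preincubated with compound for 15 min at room temperature, then Ub-Rho substrate (150nM final) was added. Fluorescence (480/540 nm) was read kinetically, 6 reads every 60 seconds.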
RGS4 inhibitor = inhibitors of human regulator of G protein signaling 4; Potency, µM (doses to about 114 µM), inactives show top-dose activity change, negative = inhibition, most hits filed as inhibitors; Transcreener GDP fluorescence polarization, RGS4-accelerated GTP hydrolysis; AID 504845; P49798; hit rate 0.039% among 390,000; further: potency means the concentration at half of the fitted maximal effect; on the % scale 0 is the no-effect control and ±100 the full control effect; nearly all actives have a fitted effect of over 75% in size; some results filed as inactive show a strong effect at the top dose
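MLSMR compounds (23 nl, pin-transferred) preincubated 10 min at room temperature with a 500nM (2x) first reagent, then RGS4 at 900nM (2x) plus Transcreener GDP mix added; fluorescence polarization (620/688 nm) read before and after 90 min at 30 °C.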
LDHA inh = inhibitors of human lactate dehydrogenase A; hit rate 0.15% among 480,000; purified LDHA, NADH/diaphorase-resazurin fluorescence; active compounds read low; activity change, % (values are at about 110 or 230 µM); P00338; in the data active means activity change below about -30%; inconclusive means mostly about -25% to -30%;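 further: plate controls were DMSO wells for no effect and wells without enzyme for full effect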
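Resorufin fluorescence (ex540/em590), read at 0 and 20 min after diaphorase/resazurin addition, reports the NADH left after a 5 min room-temperature reaction of 2 nM human LDH5 with 0.06 mM NADH and 0.2 mM pyruvate.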
Vif-A3G inh = inhibitors of Vif-APOBEC3G interaction. HeLa A3G-eYFP + Vif (tagged APOBEC3G with the HIV-1 protein that degrades it), YFP fluorescence, overnight. hit rate 0.076% among 410,000. Potency, µM (top dose mostly 46.1 µM), for the others: top-dose activity, negative = active, usual class: inhibitors. AID 602310. Q9HC16;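 further: potency means the concentration at half of the fitted maximal effect; on the % scale 0 is the no-effect control and ±100 the full control effect; nearly all actives have a fitted effect of over 60% in size; hits raise eYFP signal because A3G escapes Vif-driven loss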
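Read-out is eYFP fluorescence (Ex 488/Em 500-530) from Vif-expressing HeLa A3G-eYFP cells; more signal means A3G escaped Vif-mediated degradation. Cells plated overnight, compound pinned in, incubated overnight at 37 deg C.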
Glioma ERSR ind = induces the endoplasmic reticulum stress response in human glioma cells; U87-MG GRP78 promoter luciferase reporter, 16 h; Potency, µM, for inactives: at the top dose activation, actives largely listed as activators; hit rate 0.02% among 420,000; further: potency means the concentration at half of the fitted maximal effect; series mostly up to about 76 µM; % of control where 0% means no effect; nearly all actives have a fitted effect of over 35% in size
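Stably transfected U87-MG glioma cells carrying a GRP78-based luciferase sensor; 16 h compound incubation. Luminescence end-point read 10 min after Bright-Glo addition at room temperature.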
Vif-APOBEC3F blk = inhibitors of Vif-A3F interaction; AID 602313; HeLa A3F-eYFP + Vif (tagged APOBEC3F with the HIV-1 protein that degrades it), YFP fluorescence increase; hit rate 0.2% among 390,000; Potency, µM (titrated, usually from 46.1 µM), for inactives: top-dose activity, negative = active; further: potency means the concentration at half of the fitted maximal effect; % of control where 0% means no effect; nearly all actives have a fitted effect of over 65% in size
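HeLa cells stably expressing Vif plus C-terminally eYFP-tagged A3F were seeded, incubated overnight at 37 deg C, dosed with compound, incubated overnight again at 37 deg C. Yellow fluorescence (Ex 488/Em 500-530) reported blocked Vif-mediated A3F-eYFP degradation.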
mIDH1 inhibitor = blocks human mutant IDH1 R132H enzyme; hit rate 0.093% among 390,000; O75874; IDH1-R132H enzyme, NADPH consumption, diaphorase/resazurin fluorescence; Potency, µM (top dose mostly 76.6 µM), without a hit: at the top dose activity change, negative = inhibition, hits mostly inhibitors; further: potency means the concentration at half of the fitted maximal effect; on the % scale 0 is the no-effect control and ±100 the full control effect; nearly all actives have a fitted effect of over 65% in size
Target sequence (O75874 whole entry R132H, stated change not applied): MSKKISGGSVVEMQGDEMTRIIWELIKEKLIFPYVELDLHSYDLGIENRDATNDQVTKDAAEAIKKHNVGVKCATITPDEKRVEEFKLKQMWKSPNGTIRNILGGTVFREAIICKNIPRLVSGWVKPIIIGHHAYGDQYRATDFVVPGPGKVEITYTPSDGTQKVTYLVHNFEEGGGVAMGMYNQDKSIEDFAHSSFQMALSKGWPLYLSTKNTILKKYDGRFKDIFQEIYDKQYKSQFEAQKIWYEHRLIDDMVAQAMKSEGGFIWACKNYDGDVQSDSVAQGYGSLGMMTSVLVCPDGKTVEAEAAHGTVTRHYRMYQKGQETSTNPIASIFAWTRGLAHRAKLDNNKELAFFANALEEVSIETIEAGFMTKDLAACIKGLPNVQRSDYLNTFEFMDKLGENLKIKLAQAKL
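IDH1-R132H (0.5 ug/mL dispensed) in pH 7.5 Tris buffer was preincubated 30 min with compound, then given a substrate mix of 0.016 mM NADPH and 2 mM alpha-KG for 80 min at room temperature; remaining NADPH was read by diaphorase/resazurin fluorescence.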
TrxR1 substrate = rat thioredoxin reductase 1 substrate activity; Potency, µM (doses to about 114 µM), inactives show at the highest dose activity change, negative = substrate turnover; O89049; hit rate 0.01% among 390,000; purified TrxR1 substrate turnover, NADPH consumption readout; further: potency means the concentration at half of the fitted maximal effect; on the % scale 0 is the no-effect control and ±100 the full control effect; nearly all actives have a fitted effect of over 50% in size
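Rat TrxR1, dispensed at 90 nM, was prereduced with 400 uM NADPH (final) for 5 min at ~22 deg C, then incubated with compound 15 min before 400 uM selenite. A first-read NADPH fluorescence drop versus no-compound background flagged substrates.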
The depositor's hits bear a star; ? = inconclusive; . = not tested or not shown; & = joins results of further samples; [ ] = dose if it differs, or a comment. Unless noted, the call rests on the fitted dose curve; in most records, active means well fitted curve in the direction sought with a large enough effect; inconclusive means small, poorly fitted or top-dose-only effect, or another doubt; inactive means no such curve, though single readings can be large; an effect the other way counts as inactive or inconclusive. Some of the compounds tested; rates above refer to the full screens.

Results follow in this order: TrxR1 inh, USP1-UAF1 inh, RGS4 inhibitor, LDHA inh, Vif-A3G inh, Glioma ERSR ind, Vif-APOBEC3F blk, mIDH1 inhibitor, TrxR1 substrate
CN(C)S(=O)(=O)N1CCN(S(=O)(=O)c2ccc3ccccc3c2)CC1
    10.6%, -23.0%, -7.9%, -1.6, -1.5%, -4.2%, 0.5%, -1.4%, -5.8%
Cc1c(Br)c(O)c(Br)c(O)c1/C=N/n1c(-c2ccccc2)n[nH]c1=S
    -11.4%, -9.6%, ?, 11.5, 0.8%, 0.1%, -0.8%, 2.4%, 0.9%
O=S(=O)(c1ccccc1)N1CCCC1c1cccs1 (stereo not drawn)
    18.0%[57.1 µM], -13.4%, -9.4%, -9.6, -3.4%, -8.6%, -16.1%, 4.3%, 8.1%[57.1 µM]
Cc1ccc(-c2nn(-c3ccccc3)cc2C(=O)NCCCN2CCOCC2)cc1
    -5.7%, -14.2%, -43.0%, 0.9, 1.0%, 2.9%, -10.4%, 8.1%, -2.2%
Cc1nn(C)c(C)c1NS(=O)(=O)c1ccccc1
    3.7%, -13.0%, -8.0%, -3.7, -0.4%, -5.2%, 3.1%, 5.6%, -1.8%
COc1ccccc1CNC(=O)c1cc(-c2ccccc2)nn1CC1CC(c2cccc([N+](=O)[O-])c2)=NO1 (stereo not drawn)
    21.9%, -15.2%, 18.6%, -5.1, -0.4%, 2.6%, 3.5%, -5.8%, 1.5%
CCCc1cc(=O)[nH]c(SCC(=O)Nc2sc3c(c2C#N)CCC(C)C3)n1 (stereo not drawn)
    -10.9%, ?, ?, 0.4, 0.3%, 4.3%, 0.3%, 11.3%, -3.3%
O=c1cc(CN2CCN(c3ccc(O)cc3)CC2)nc2scc(-c3ccccc3)n12
    8.1%[57.1 µM], -4.8%, -14.9%, 9.6, 1.0%, -1.2%, 9.1%, 2.4%, -8.7%
Cc1cc(C)cc(NC(=O)Nc2nnc(N(C)C3CCCCC3)s2)c1
    3.8%, -1.1%, 12.8%, -0.9, 0.9%, 0.5%, 1.4%, 5.9%, -4.1%
O=C(Nc1ccnc(-c2cccnc2)n1)c1ccccc1Cl
    3.8%[57.1 µM], -15.7%, -12.6%, -6.1, -2.6%, -0.2%, 4.0%, -1.1%, -9.1%
O=CN1CCN(C(C(=O)NC2CCCC2)c2ccc(Cl)cc2)CC1 (stereo not drawn)
    -19.7%, -15.0%, 9.0%, -11.1, -2.2%, 2.9%, 0.0%, 0.8%, 4.9%
CC(C)Cn1c(=O)[nH]c2ccccc21
    3.3%, -7.9%, -8.4%, -8.3, 0.2%, -4.0%, 0.2%, 9.1%, -2.3%
O=c1[nH]c2ccc(NS(=O)(=O)c3ccc([N+](=O)[O-])cc3)cc2[nH]1
    12.3%[57.1 µM], -12.4%, -27.9%, 1.8, -6.3%, -1.9%, -25.7%, 5.8%, 5.7%
CCOC(=O)C1CCN(C(=O)CCn2c(=O)oc3ccccc32)CC1
    ., -8.9%, ., -2.5, 4.5%, -0.2%, -0.9%, 1.8%, .
Cc1ccc(SCCc2cc[n+](CC(=O)c3ccccc3)cc2)cc1
    -61.4%, ?, -37.3%, -5.0, 0.9%, -0.1%, 6.7%, -4.8%, 12.6%[57.1 µM]
C/C(=N\NC(=O)c1cccc(N2CCCC2=O)c1)c1ccc(N)cc1
    11.7%[57.1 µM], -9.7%, 6.9%, -4.8, 1.0%, -3.7%, 3.4%, -3.4%, -2.8%[57.1 µM]
CC1(CCc2ccccc2)NC(=O)NC1=O (stereo not drawn)
    8.1%, -15.5%, -13.3%, -8.1, -1.1%, -1.3%, -9.7%, 7.1%, 1.4%
CCc1c(C)nc2nncn2c1Nc1ccc(Cl)cc1
    10.5%, ?, -7.1%, -1.9, ., ., ., ., -3.4%
CSc1ccc(S(=O)(=O)NCC(=O)OCC(=O)NCCc2ccccc2)cc1[N+](=O)[O-]
    ?, -5.0%, 1.9%, 0.7, 0.0%, -4.6%, -4.8%, 0.1%, -7.4%
COc1ccc(Br)cc1CNC(=O)CCSCc1ccc(Cl)cc1
    15.9%[57.1 µM], -2.2%, 6.8%, 2.2, 2.1%, -1.2%, 3.4%, 8.6%, 8.6%[57.1 µM]
COCCn1c(C)cc(O)c(C(=O)Nc2cccc(Cl)c2)c1=O
    19.8%, 0.7%, 20.4%, -5.1, -0.5%, -1.5%, 4.7%, -4.0%, -3.0%
CCCOc1ccc(C(=O)CCC(=O)OC(C)C(=O)Nc2ccc(NC(C)=O)cc2)cc1 (stereo not drawn)
    7.5%, -25.5%, -9.3%, -2.1, 1.1%, -0.6%, 4.7%, -6.9%, -1.2%
CCC(=O)Nc1cccc(NC(=O)CSc2nnc(C3CC3)n2C)c1
    2.7%, -15.5%, -23.1%, -9.5, 2.6%, -6.3%, -23.7%, 7.7%, 3.1%
Cc1cc(Oc2ccc(=O)n(C)n2)nc(SCc2ccccc2)n1
    32.7%, -2.2%, 29.2%, -5.5, 2.4%, -4.2%, -4.1%, 3.3%, 5.4%
COCCNc1nc(N)c([N+](=O)[O-])c(NCC2CCCO2)n1 (stereo not drawn)
    -5.6%[57.1 µM], -1.3%, -5.6%, -2.9, -6.6%, -2.3%, -0.1%, 10.8%, -0.4%[57.1 µM]
Cc1cc(-c2ccccc2)nc(N(C)C)c1S(C)(=O)=O
    22.5%, -30.6%, 12.8%, -3.9, -5.3%, -0.7%, -8.3%, 5.1%, 0.4%
CCN1C(=O)[C@H]2[C@@H](c3ccc(C)cc3)N[C@]3(CCCN(Cc4ccc(C(F)(F)F)cc4)C3=O)[C@H]2C1=O
    ., 0.7%, ., 0.8, 1.8%, -2.5%, -13.2%, -1.6%, .
CC1(NC(=O)Nc2cc([N+](=O)[O-])ccc2O)CCS(=O)(=O)C1 (stereo not drawn)
    -1.3%, -22.7%, -5.6%, -0.4, 0.4%, -2.9%, 8.2%, -3.7%, -11.1%
COc1cccc(CCN2CCC(CNS(=O)(=O)c3cc(-c4cc(C)no4)ccc3C)CC2)c1
    27.7%, -17.1%, 3.9%, -1.2, 0.6%, -3.0%, 0.8%, -1.1%, 3.8%
O=C(COC(=O)c1ccc(Cl)nc1)NNC(=O)c1ccc(Cl)cc1
    3.1%[57.1 µM], -14.1%, -14.4%, -3.4, 0.8%, -0.7%, -9.0%, 8.1%, 2.4%[57.1 µM]
Cc1[nH]n(-c2ccccc2)c(=O)c1/C=N/NC(=O)c1ccoc1C
    -8.9%, -10.8%, -8.3%, 9.6, -7.2%, 3.5%, 5.1%, 3.2%, -12.3%
Cc1cc(C(=O)Nc2ccc(N3CCCC3)c(Cl)c2)ccc1[N+](=O)[O-]
    27.0%, -29.9%, -7.9%, -6.2, -1.0%, 2.2%, -14.7%, 9.6%, 2.4%
C/C(=N\NC(=O)c1sccc1-n1cccc1)c1cccs1
    6.9%, -23.9%, 3.8%, -2.4, -6.8%, -0.7%, 3.3%, 11.1%, -1.9%
O=C(CCC(=O)N(CC(=O)NC1CCCC1)c1ccc(F)cc1)Nc1nccs1
    10.9%, -16.0%, 4.7%, -2.6, 2.4%, -4.4%, -3.2%, 3.6%, 3.5%
Cc1ccc(/C(N)=N/OC(=O)Cc2cccs2)cc1
    -8.9%, -15.6%, -6.5%, -1.1, -5.0%, 10.7%, -1.8%, 7.2%, -6.9%
CCC(Cc1ccccc1)NS(=O)(=O)c1ccc2c(c1)NC(=O)CS2 (stereo not drawn)
    ?, -22.2%, 0.5%, 1.0, 6.2%, -7.9%, 2.5%, 6.8%, ?
COc1cccc(C(=O)NNC(=O)c2ccccc2-n2cccc2)c1
    0.8%[57.1 µM], 1.4%, 7.3%, -9.2, -0.5%, -0.3%, 4.4%, -0.7%, -2.6%[57.1 µM]
c1ccc2c(c1)CC(N1CCN(c3cccc4c3OCCO4)CC1)C2
    23.7%[57.1 µM], ., -6.0%[56.9 µM], ., ., -3.3%&-7.4%, ., ., 8.8%[57.1 µM]
Cc1cccc(NC(=O)Cn2cc(C(=O)c3ccco3)c3ccccc32)c1C
    20.4%, -20.6%, -2.8%, -21.2, ?, 1.4%, -22.3%, -27.4%, 7.7%
Brc1ccc(CN2CC[C@H]3C=CCc4cccc(c43)C2)cc1
    ?, ?, -7.3%, 0.2, 4.3%&-0.6%, -5.4%&-3.0%, -3.3%, 1.9%, 6.4%&4.2%

Three compounds drawn at random from those above, as already listed:
Results follow in this order: TrxR1 inh, USP1-UAF1 inh, RGS4 inhibitor, LDHA inh, Vif-A3G inh, Glioma ERSR ind, Vif-APOBEC3F blk, mIDH1 inhibitor, TrxR1 substrate
Cc1cccc(NC(=O)Cn2cc(C(=O)c3ccco3)c3ccccc32)c1C
    20.4%, -20.6%, -2.8%, -21.2, ?, 1.4%, -22.3%, -27.4%, 7.7%
CCC(Cc1ccccc1)NS(=O)(=O)c1ccc2c(c1)NC(=O)CS2 (stereo not drawn)
    ?, -22.2%, 0.5%, 1.0, 6.2%, -7.9%, 2.5%, 6.8%, ?
CC1(CCc2ccccc2)NC(=O)NC1=O (stereo not drawn)
    8.1%, -15.5%, -13.3%, -8.1, -1.1%, -1.3%, -9.7%, 7.1%, 1.4%
